# EBNA-1 inhibitor: EBNA-1 DNA-binding inhibitors, primary screen, biochemical, fluorescence polarization. actives 0.34% (n = 300,000). inhibition, % at 14.8 µM. AID 1950, 2009; in the data active means inhibition above about 28%
# LYPLA2 counter: LYPLA2 inhibitors, primary screen, counter-screen for PME1 inhibitor project, biochemical, fluorescence polarization, FP-Rh probe ABPP | recombinant LYPLA2 | inhibition, % at 5.9 µM | actives 0.38% (n = 320,000) | AID 2177, 2009;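 active means inhibition above the screen-wide mean plus 3 SD, limit set per campaign, cut at about 26% in these data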;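 further: 0% = LYPLA2 with DMSO and 100% = wells lacking LYPLA2 enzyme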
# Target sequence (O95372 whole entry, looked up): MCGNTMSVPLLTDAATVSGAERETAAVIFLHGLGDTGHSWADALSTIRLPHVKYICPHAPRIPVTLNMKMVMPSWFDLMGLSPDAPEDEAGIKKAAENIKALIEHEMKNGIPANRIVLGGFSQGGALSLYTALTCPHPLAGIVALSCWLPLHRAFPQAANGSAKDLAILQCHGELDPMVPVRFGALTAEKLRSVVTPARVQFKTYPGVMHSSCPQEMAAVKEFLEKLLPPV
# PAFAH1B3 FP inh: PAFAH1B3 enzyme inhibitors, primary screen, biochemical, fluorescence polarization, human | Platelet-activating factor acetylhydrolase IB subunit alpha1 (Homo sapiens), Q15102 | actives 0.28% (n = 340,000) | recombinant PAFAH1B3, FP-rhodamine probe | inhibition, % at 3.39 µM | AID 492972, 2010;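 active means inhibition above the screen-wide average of all tested compounds plus 3 SD, cut at about 25% in these data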;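 further: 0% = enzyme with DMSO only and 100% = wells lacking PAFAH1B3 protein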
# PAFAH2 FP inh: PAFAH2 enzyme inhibitors, primary screen, biochemical, fluorescence polarization, human; inhibition, % at 3.39 µM; recombinant PAFAH2, FP-rhodamine activity probe; Platelet-activating factor acetylhydrolase 2, cytoplasmic (Homo sapiens), Q99487; actives 0.99% (n = 340,000);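 active means inhibition above the mean over all tested compounds plus 3 SD, cut at about 30% in these data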;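 further: inhibitors block probe labeling of enzyme so polarization drops; 0% = enzyme with DMSO and 100% = wells lacking PAFAH2 protein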
# LYPLA1 inh: LYPLA1 inhibitors, primary screen, counter-screen for PME1 inhibitor project, biochemical, fluorescence polarization, FP-Rh probe ABPP; Acyl-protein thioesterase 1 (Homo sapiens), O75608; recombinant LYPLA1; inhibition, % at 5.9 µM; actives 0.16% (n = 320,000); AID 2174, 2009;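 active means inhibition above the mean of all tested compounds plus 3 SD, set per campaign, cut at about 14% in these data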;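 further: inhibitors block serine hydrolase probe labeling of LYPLA1 so polarization falls; 0% = enzyme with DMSO and 100% = wells lacking LYPLA1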
# Target sequence (O75608 whole entry, looked up): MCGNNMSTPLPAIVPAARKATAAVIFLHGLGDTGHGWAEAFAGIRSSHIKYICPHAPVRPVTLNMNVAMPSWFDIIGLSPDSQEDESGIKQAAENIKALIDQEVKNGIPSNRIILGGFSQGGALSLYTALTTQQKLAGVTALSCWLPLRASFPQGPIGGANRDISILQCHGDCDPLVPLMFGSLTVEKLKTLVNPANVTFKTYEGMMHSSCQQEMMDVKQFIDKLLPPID
# PREPL inhibitor: PREPL enzyme inhibitors, primary screen, biochemical, fluorescence polarization; Prolyl endopeptidase-like (Homo sapiens), Q4J6C6; recombinant PREPL, fluorescence polarization activity-based probe; inhibition, % at 5.96 µM; actives 0.68% (n = 320,000); AID 2751, 2010; in the data active means inhibition above about 43%;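 further: 0% = enzyme with DMSO and 100% = wells lacking enzyme; many of its hits are not listed in these tables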
# ZTA counter: blocks Epstein-Barr virus ZTA, an EBNA-1 counter-screen; actives 0.15% (n = 320,000); ZTA-DNA binding, fluorescence polarization; P03206; AID 2234; inhibition, % at 11 µM; in the data active means inhibition above about 33%
# PAFAH1B2 FP inh: PAFAH1B2 enzyme inhibitors, primary screen, biochemical, fluorescence polarization, human; Platelet-activating factor acetylhydrolase IB subunit alpha2 (Homo sapiens), P68402; recombinant PAFAH1B2, FP-rhodamine activity probe; inhibition, % at 3.39 µM; actives 1.2% (n = 340,000);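 active means inhibition above the mean of all tested compounds plus 3 SD, cut at about 24% in these data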;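 further: 0% = enzyme with DMSO and 100% = wells lacking PAFAH1B2; many of its hits are not listed in these tables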
# pPAFAH inh: pPAFAH enzyme inhibitors, primary screen, biochemical, fluorescence polarization, human; actives 1.5% (n = 330,000); AID 463082, 2010; recombinant pPAFAH, FP-rhodamine probe fluorescence polarization; Platelet-activating factor acetylhydrolase (Homo sapiens), Q13093; inhibition, % at 3.39 µM;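 active means inhibition above the mean inhibition across the screen plus 3 SD, cut at about 25% in these data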;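 further: inhibitors block binding of the rhodamine activity-based probe so polarization drops; 0% = enzyme with DMSO and 100% = wells lacking pPAFAH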
# Target sequence (Q13093 whole entry, looked up): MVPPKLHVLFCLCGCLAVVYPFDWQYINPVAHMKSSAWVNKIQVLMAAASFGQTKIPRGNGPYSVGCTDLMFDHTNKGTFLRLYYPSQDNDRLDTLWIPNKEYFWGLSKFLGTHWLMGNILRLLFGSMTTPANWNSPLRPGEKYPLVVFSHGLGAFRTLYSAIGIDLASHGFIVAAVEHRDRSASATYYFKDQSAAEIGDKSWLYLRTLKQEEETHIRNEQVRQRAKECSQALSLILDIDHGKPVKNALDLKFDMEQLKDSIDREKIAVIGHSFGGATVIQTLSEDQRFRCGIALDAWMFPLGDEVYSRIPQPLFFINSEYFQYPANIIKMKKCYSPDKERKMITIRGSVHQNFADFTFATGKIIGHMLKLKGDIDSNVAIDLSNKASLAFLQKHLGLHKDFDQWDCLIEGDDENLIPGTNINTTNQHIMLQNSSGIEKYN
# * = called active by the depositor; x = no result given; & = joins results of further samples. These rows are one share of the data. The share of hits here may be higher or lower than overall.
canonical_smiles,EBNA-1 inhibitor,LYPLA2 counter,PAFAH1B3 FP inh,PAFAH2 FP inh,LYPLA1 inh,PREPL inhibitor,ZTA counter,PAFAH1B2 FP inh,pPAFAH inh
COc1cccc(N2CC(O)Cn3c2nc2c3c(=O)n(CCCc3ccccc3)c(=O)n2C)c1 (centres undefined),-1,5,6,2,-1,16,1,-2,12
COc1ccc(N(CC(=O)Nc2ccc(C)c(C)c2)S(=O)(=O)c2c(C)n[nH]c2C)cc1,11,-4,6,-2,-1,11,-13,6,5
Cc1ccc(-c2nc(CS(=O)CC(=O)N3CCN(c4ncccn4)CC3)c(C)o2)cc1 (centres undefined),-1,2,20,3,1,6,-2,0,3
CN(C)CCOC(c1ccc(Cl)cc1)c1ccccn1 (centres undefined),9,2,8&2,7&-4,-1,-4,14,4&-1,4
O=C(Nc1cccc(C(F)(F)F)c1)c1ccc(N2CCNCC2)c([N+](=O)[O-])c1,-5,-3,x,x,-6,9,-1,x,-4
CCCCOc1ccc(C(=O)NCC(=O)NNC(=O)C2COc3ccccc3O2)cc1 (centres undefined),x,-16,-9,2,-4,-4,3,8,1
Cc1cccc(C)c1N(CC(O)Cn1c2ccccc2c2ccccc21)S(C)(=O)=O (centres undefined),16,-10,4,-8,-8,0,8,2,8
COCCN(C(=O)COC(=O)c1ccc(C)o1)c1c(N)n(Cc2ccccc2)c(=O)[nH]c1=O,3,6,-2,8,-2,6,0,-5,4
COc1cccc(-c2c(-c3cc(OC)cc(OC)c3)n(C)c3ccc(-c4cccc5[nH]ccc45)cc23)c1,x,-3,-5,-4,0,21,-3,-5,19
O=C(O)Cn1c(=O)c2cccn2c2ccccc21,0,-1,7,-4,1,14,6,5,7
CCOC(=O)c1ccc(NS(=O)(=O)c2cc3c4c(c2)CCN4C(=O)CC3)cc1,-6,7,8,7,3,-9,6,-1,8
CCN(CC)C(=O)c1cccc(NC(=O)C2CCN(C(=O)c3cccs3)CC2)c1,x,x,2,3,x,0,x,4,4
NC(=O)c1cc([N+](=O)[O-])c(Cl)cc1NCc1ccncc1,12,2,0,4,2,1,-2,7,1
Cc1ccc(-c2ccc(C(=O)NCc3ccccc3)o2)c2ccccc12,-1,-12,-6,-8,-10,-4,-12,-6,5
CCCCOc1ccc(NC(=O)C(=O)NCCC2=CCCCC2)cc1,1,10,12,-8,1,7,-16,3,-2
O=S(=O)(c1ccc(-c2csc(Nc3ccc(Br)cc3)n2)cc1)N1CCCC1,3,53*,6,30*,8,6,8,1,24
CCc1ccc(NC(=O)CSc2nc(CSc3ccc(C)cc3)cc(=O)[nH]2)cc1,-4,4,2,2,-2,-3,22,54*,27*
O=C1Cc2cc(S(=O)(=O)N3CCCCC3)ccc2N1,4,3,2,5,2,2,-6,4,4
Cc1ccc2cc(C)c(SCC(=O)NCc3ccco3)nc2c1,-1,-8,-3,7,1,-11,-6,3,10
CC(Sc1nc(N)cc(=O)[nH]1)C(=O)Nc1nc2c(s1)CCCC2 (centres undefined),6,-1,7,4,-1,-3,8,2,0

# Additional compounds follow:
canonical_smiles,EBNA-1 inhibitor,LYPLA2 counter,PAFAH1B3 FP inh,PAFAH2 FP inh,LYPLA1 inh,PREPL inhibitor,ZTA counter,PAFAH1B2 FP inh,pPAFAH inh
O=C(O)CCN(CCC(=O)O)S(=O)(=O)c1ccccc1,2,0,4,4,-2,-5,8,3,0
Cc1nc2ccccc2nc1SCC(=O)c1ccccc1,-8,1,2,0,-3,3,10,7,-3
CCCNC(=O)CC(NS(=O)(=O)c1ccc(Cl)cc1)c1ccco1 (centres undefined),-7,11,6,-5,0,-6,-4,11,5
Nn1c(SCC(=O)Nc2ccc(F)cc2)nnc1-c1cccnc1,18,3,5,0,0,-2,7,4,7
C[C@@]12CCC3[C@@](CCC4[C@@]3(C)CCC[C@@]4(C)C(=O)NCc3ccccc3)(CC1=O)C2 (some centres undefined),x,1,7,6,-2,-5,2,-5,0
CN(Cc1ccccc1)C(=O)c1ccc(NC(=O)Cc2cccc([N+](=O)[O-])c2)cc1,x,x,8,2,x,10,x,4,2
CCOC(=O)C1=C(c2ccccc2)N=C2SCC(=O)N2C1c1ccc(O)c(OC)c1 (centres undefined),-14,-6,0,-2,-2,4,5,-3,-3
CCn1c(SCC(=O)NC2CC2)nnc1-c1ccccc1OC,-4,-1,5,-6,-3,5,2,-3,0
Cc1ccc(SCc2ccc(C(=O)Nc3ccccc3C(=O)NC(C)C)cc2)cc1,3,-9,2,1,1,4,-5,19,2
CN(C(=O)Nc1cnc2ccccc2c1)c1ccccc1,2,3,8,2,0,7,-6,6,4
CCN1C(=O)/C(=C2/C=Cc3ccccc3N2C)OC1=S,1,-2,12,-2,-1,13,-7,3,2
O=C(CSc1nc(-c2ccccc2)c(-c2ccccc2)[nH]1)Nc1ccc2c(c1)OCO2,9,8,-5,-4,-2,7,-10,3,4
COC(=O)c1cc(NC(=O)Nc2cccc(Cl)c2)ccc1Cl,-1,-124,-61,-46,-66,-11,12,-24,-55
CCOC(=O)C1(CCCc2ccccc2)CCN(C(=O)CCOC)CC1,-6,-2,1,-7,4,14,-8,4,-1
CCn1c(SCc2ccc(F)cc2)nnc1-c1nn(-c2ccccc2)ccc1=O,-3,0,0,-10,-3,-2,3,-3,3
COc1ccccc1-c1coc2cc(OC(=O)N3CCOCC3)ccc2c1=O,-1,0,x,x,4,-5,4,x,10
CCOC(=O)C1(CCCc2ccccc2)CCN(C(=O)CN2CCOC2=O)CC1,-7,2,-1,-1,-6,4,3,23,2
COc1ccc(CN(C(=O)c2ccco2)c2ccc(C)cc2)cc1OC,-12,-1,1,0,-1,-1,-13,3,-1
O=C(CSc1nnc2c(n1)[nH]c1ccc(F)cc12)Nc1ccccc1F,0,-4,-5,-7,1,3,7,-6,5
Cc1cccc(O)c1C,x,x,7,2,x,28,x,3,5

# Continuation:
canonical_smiles,EBNA-1 inhibitor,LYPLA2 counter,PAFAH1B3 FP inh,PAFAH2 FP inh,LYPLA1 inh,PREPL inhibitor,ZTA counter,PAFAH1B2 FP inh,pPAFAH inh
CCOc1ccc(NC(=O)CN(C)C(=O)CCN2C(=O)C3CC=CCC3C2=O)cc1OCC (centres undefined),x,-4,7,8,-5,0,4,-1,1
Cn1cnnc1SC1CCCCC1NS(=O)(=O)c1ccccc1 (centres undefined),7,3,9,-38,0,14,-2,-4,-2
Cc1ccc(NC(=O)c2ccc(OCC3CCCO3)cc2)c(C)c1 (centres undefined),-3,-2,4,0,-5,-2,1,-3,-3
O=C(O)C1CC(=O)N(Cc2ccc3c(c2)OCO3)C1 (centres undefined),-6,1,4,-3,2,8,2,0,6
Cc1ccc2nc(NC(=O)CSCC(=O)OCC(=O)c3ccccc3)sc2c1,6,-7,6,7,-7,-23,7,11,3
CC(O)c1nc2ccccc2n1CCCCOc1ccccc1 (centres undefined),4,5,6,-3,0,11,-8,0,2
CC(=O)Nc1nnc(/C=C/c2cccc([N+](=O)[O-])c2)s1,-2,0,11,6,-2,11,-6,1,2
C=CCSc1nnc2c(n1)OC(c1cccnc1)N(C(C)=O)c1ccccc1-2 (centres undefined),9,1,-1,-3,1,-1,13,3,2
CSc1nnc2c3cc(C)ccc3n(Cc3ccccc3)c2n1,-17,-3,-3,4,0,10,-17,0,1
COc1ccc(-n2nc(C)cc2Nc2ccccc2C(=O)O)cc1,1,6,8,2,1,4,-17,-3,3
CCOC(=O)C1=C(Nc2ccccc2)CC(C)(O)C(C(=O)OCC)C1c1ccccc1 (centres undefined),8,8,7,-2,-2,2,0,2,5
O=C(c1ccco1)N1CCN(CCCCOc2cccc3ccccc23)CC1,6,9,5,2,7,22,-5,3,7
CC(C)(C)N(Cc1ccccc1)C(=O)CSc1nc2ccccc2c(=O)[nH]1,3,-3,3,-9,-1,-6,5,9,0
CC(C)CN(C)Cc1c(C(=O)N2CCc3ccccc3C2)nc2ccc(Cl)cn12,2,8,4,-1,6,22,7,1,1
COC(=O)C1=C(C)N(Cc2cccnc2)C(=O)/C1=C\c1sccc1C,10,-1,3,4,3,9,12,3,7
C=CCn1c(COc2ccc(Cl)cc2)nnc1SCC(=O)c1c(N)n(C)c(=O)n(C)c1=O,-17,-2,1,1,0,5,-1,3,-3
CC(=O)c1c(C(C)=O)c(C)n(-c2cccc3cccnc23)c1C,-4,5,8,3,4,0,12,2,-2
Cc1c(Cl)c(C(=O)N2CCCCCC2)nn1C,-1,3,8,3,1,-2,7,1,1
CCCCn1c(N)c(N(CCC(C)C)C(=O)COC(=O)c2ccc([N+](=O)[O-])s2)c(=O)[nH]c1=O,x,x,30*,25,x,23,x,13,2
CCN(CC)S(=O)(=O)c1ccc(-c2nnc(SCC(=O)Nc3ccc(OC)cc3)o2)cc1,22,-2,6,0,2,-2,10,1,0

# (more compounds)
canonical_smiles,EBNA-1 inhibitor,LYPLA2 counter,PAFAH1B3 FP inh,PAFAH2 FP inh,LYPLA1 inh,PREPL inhibitor,ZTA counter,PAFAH1B2 FP inh,pPAFAH inh
COC(=O)c1ccccc1S(=O)(=O)Oc1ccc(-c2ccc(C(=O)O)cc2)cc1,-19,-1,-1,-2,1,-6,-6,-1,5
CC(C)(C)OC(=O)NOCC(=O)N(Cc1ccccc1)CC(O)COc1ccccc1 (centres undefined),-19,-2,9,-1,0,-21,-9,2,6
N#Cc1nc(-c2ccccc2)oc1N1CCN(C(=O)c2ccco2)CC1,20,2,6,-7,4,21,-24,0,-1
O=C(c1ccncc1)N1CCN(C2CCC(c3ccccc3)CC2)CC1 (centres undefined),-1,-4,6,-2,-2,-1,1,-2,-10
O=C(NCc1ccc2c(c1)OCO2)c1ccncc1,-2,7,10,7,-1,6,12,5,4
CCOc1ccccc1OCCCC(=O)Nc1cc(S(=O)(=O)N2CCOCC2)ccc1OC,x,x,12,1,x,6,x,7,2
CC(=O)C1=C(O)CC(c2ccccc2)CC1=NCCc1c(C)[nH]c2ccc(C)cc12 (centres undefined),-1,3,4,1,3,22,5,3,-1
CC(C)CCn1c(=O)c(C(=O)N/N=C/c2cccc(F)c2)c(O)c2ccccc21,-16,-8,2,9,-2,4,-10,5,-2
NC(=O)c1ccccc1N/C=C/C(=O)c1cccs1,-3,1,0,5,0,-3,-3,6,1
O=C(Nc1nnc(-c2ccccc2Cl)o1)c1cccnc1,4,-6,-9,7,0,2,0,-1,2
O=C(CCc1ccccc1)NNC(=O)Nc1cccc(Cl)c1,9,-8,4,-1,-1,-5,7,2,3
O=C(NCCCCNC(=O)C1CCCC1)C1CCCC1,6,2,4,-3,-1,4,16,8,1
CCOc1ccccc1N1C(=O)CC(Sc2ncccc2C(=O)O)C1=O (centres undefined),-11,5,2,2,2,-4,1,6,5

# Screening results as filed in PubChem BioAssay.
